# Compound activity as filed in PubChem BioAssay.
# Xi reactivation = activators of X-chromosome reactivation in mouse fibroblasts | XiGFP mouse fibroblasts, % GFP-positive cells imaging, 3 d; cells co-treated with 5-aza-dC sensitizer; scaled so ellipticine positive control = 100% | activation, % at 7.58 µM | 0.055% of 360,000 active | AID 743238;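 active = mean normalized replicate activation at least 10% and every replicate at or above 10%; inconclusive = only one of the two criteria met; inactive = mean below 10% and not all replicates reach 10%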;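 note: 0% = median of on-plate neutral control wells and 100% = ellipticine 6 µM median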
#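 System: 68-5-11 XiGFP fibroblast line; Timing: 3 days compound exposure; Compound dosing: one concentration, pinned; Benchmarks: positive control ellipticine, 6 µM final; Buffer or medium: DMEM containing 5-aza-dC.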
# CFTR F508del cor = correctors of CFTR F508del function in bronchial epithelial cells | CFBE cells, YFP halide quenching; stimulated with forskolin plus potentiator P3; % fluorescence drop versus neutral controls | activity (quench increase), % at 7.58 µM | 0.36% of 350,000 active;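 active = mean added fluorescence quench of at least 8% versus neutral control, with both replicates also reaching 8%; inconclusive = only one of the mean or replicate conditions met; inactive = mean below 8% and not both replicates reaching 8%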;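 note: cells transiently co-express mutant CFTR-F508del with the halide-sensitive YFP; corrector assay measuring rescue of mutant channel to the surface after 24 h compound exposure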
# E-sel inducer = E-selectin induction on HUVECs; P16581; HUVEC E-selectin immunofluorescence imaging; normalized: neutral wells 0, TNF-alpha wells 100; activation, % at 7.58 µM; 0.37% of 260,000 active; AID 686992;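 active = mean E-selectin-positive cell signal at least 10% of the positive control, reached in at least 60% of replicates, without over 20% cell loss; inconclusive = no rule given, readout overlaps actives, possibly toxicity-flagged; inactive = the rest, including those meeting only one limit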;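 note: in these data hits start at about 27%; measured in HUVEC primary endothelial cells; signal is the percent of cells scored E-selectin positive by PE staining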
#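 Test system: HUVEC; input: 3,000 HUVEC/well; measured by: immunofluorescence imaging; read-out: % PE-positive cells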
# INS-1E GSIS act = primary screen for activators of insulin secretion dependent on glucose, INS-1E cells, GLuc reporter luminescence. INS-1E GLuc reporter insulin secretion, 2-3 h. activation, % at 16.6 µM. 0.61% of 370,000 active. AID 743287;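 active = lowest replicate activation of at least 40%, so every replicate reaches that level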;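 note: 0% = median of neutral control wells and 100% = median of IBMX positive control wells; some compounds called inactive have numbers as strong as hits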
# RAD54 branch = RAD54 (human) branch migration inhibition; 0.14% of 360,000 active; AID 602329; RAD54 Holliday junction branch migration, FAM/BHQ fluorescence; inhibition, % at 10.4 µM;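 active = mean normalized replicate activity at least 40 and at least half of replicates scoring 40 or more; inconclusive = only one of the two criteria met; inactive = mean below 40 and under half of replicates reaching 40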;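 note: 0% = median of neutral control wells and 100% = median of positive control wells; inhibitors cause a drop in the FAM fluorescence signal; in these data hits start at about 50%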
# CASP6 VEID inh = caspase-6 (human) enzyme inhibition; AID 686996; 0.53% of 350,000 active; purified caspase-6, Z-VEID-R110 cleavage fluorescence; P55212; inhibition, % at 12.5 µM;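 active = mean inhibition across replicates at least about 35%, with every replicate also reaching that limit, limit read from the data; inconclusive = only one of the two criteria met; inactive = neither criterion met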;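 note: 0% = median of neutral control wells and 100% = no fluorescence left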
# Target sequence (P55212 24-179 limits assumed): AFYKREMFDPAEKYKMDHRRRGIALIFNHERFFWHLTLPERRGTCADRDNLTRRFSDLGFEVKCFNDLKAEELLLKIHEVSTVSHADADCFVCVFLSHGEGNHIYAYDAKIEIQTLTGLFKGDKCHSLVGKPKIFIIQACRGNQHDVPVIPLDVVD
# Target sequence (P55212 194-293 limits assumed): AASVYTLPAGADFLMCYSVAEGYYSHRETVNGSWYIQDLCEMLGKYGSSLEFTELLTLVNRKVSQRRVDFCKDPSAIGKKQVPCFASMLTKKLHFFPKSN
# DENV2 CPE rescue = inhibitors of DENV2 cytopathic effect. DENV2-infected cells, cytopathic effect rescue, plate reader. 1.7% of 350,000 active. CPE inhibition, % at 9.99 µM; in the data active = CPE inhibition above about 20%, passing the limit was not always enough; inconclusive = no clear call, values can overlap the other calls; tested in BHK-21 cells;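 note: 0% = median of neutral control wells and 100% = median of positive control wells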
# RAD52 anneal inh = RAD52 (human) annealing inhibition | AID 651710 | inhibition, % at 18.7 µM | 0.46% of 360,000 active | recombinant RAD52 DNA annealing, FRET fluorescence | P43351;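 active = every replicate showing at least 50% inhibition; inconclusive = mean inhibition at least 50% but not in every replicate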
# Target sequence (P43351 whole entry, looked up): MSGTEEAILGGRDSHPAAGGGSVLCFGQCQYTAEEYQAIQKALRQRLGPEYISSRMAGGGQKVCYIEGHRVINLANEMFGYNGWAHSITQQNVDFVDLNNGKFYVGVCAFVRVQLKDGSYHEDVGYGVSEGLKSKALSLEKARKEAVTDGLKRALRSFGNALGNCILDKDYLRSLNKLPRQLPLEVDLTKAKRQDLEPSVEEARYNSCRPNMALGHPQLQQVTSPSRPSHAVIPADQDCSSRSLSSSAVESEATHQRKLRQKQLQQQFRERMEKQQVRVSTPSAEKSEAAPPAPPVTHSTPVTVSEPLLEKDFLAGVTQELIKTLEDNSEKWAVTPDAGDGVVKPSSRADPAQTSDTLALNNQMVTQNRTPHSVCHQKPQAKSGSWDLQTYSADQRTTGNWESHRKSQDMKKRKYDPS
# Starred values were filed as active, the others as inactive; ? = inconclusive; . = no result given; & = joins results of further samples. Rows are unselected; overall some 3.7% were active at least once.
SMILES,Xi reactivation,CFTR F508del cor,E-sel inducer,INS-1E GSIS act,RAD54 branch,CASP6 VEID inh,DENV2 CPE rescue,RAD52 anneal inh
CCOc1ccc(OCCC(=O)OCC(=O)c2c(N)n(CC(C)C)c(=O)n(C)c2=O)cc1,0.1,0.9,-0.1,-37,12,2,0,-14
CCOC(=O)CSc1nc(-c2ccccc2)nc2ccc(C)cc12,0.1,-1.2,5.7,13,.,0,-1,-13
Cc1noc(C)c1NC(=O)N(C)C[C@@H]1Oc2ccc(NS(=O)(=O)c3cccs3)cc2CC(=O)N([C@H](C)CO)C[C@@H]1C,-0.4,-3.6,?,20,1,.,-3,.
COc1ccc(S(=O)(=O)N(C)C[C@@H]2Oc3ccc(NS(=O)(=O)c4c(C)noc4C)cc3CC(=O)N([C@H](C)CO)C[C@H]2C)cc1,-0.8,-1.8,0.0,1,1,.,2,-1
Cc1cccc(C(=O)Nc2ccnc(-c3ccncc3)n2)c1,0.0,0.0,1.4,10,.,0,0,-6
COC(=O)N1CCN(CCc2ccccc2)CC1,0.2,-1.9,0.0,-28,-9,1,0,-5
C[C@H](NC(=O)C[C@@H]1CC[C@@H]2[C@H](COC[C@H](O)CN2C(=O)Nc2cccc(Cl)c2)O1)c1ccccc1,0.2,-2.1,0.1,-43,-1,.,-3,.
COc1ccc([C@@H]2[C@@H]3C(=O)N(C(C)(C)C)C(=O)[C@@H]3[C@]3(Cc4ccccc4)C(=O)N(c4cccc(F)c4)C(=O)N23)cc1,0.2,1.0,0.2,-1,4,-2,?,-38
C[C@@H](NC(=O)C[C@H]1CC[C@@H]2[C@H](COC[C@H](O)CN2Cc2ccc(C(F)(F)F)cc2)O1)c1ccccc1,0.2,-1.6,0.2,-5,1,-1,2,10
Cc1ccc(CCNC(=O)C2CCN(S(=O)(=O)N3CCCCC3)CC2)cc1,0.0,-0.5,-0.2,6,-9,0,-1,-1
Cc1ccc(S(=O)(=O)N(C)C[C@@H]2OCCCC[C@@H](C)Oc3ccc(NC(=O)Cc4ccccc4)cc3C(=O)N([C@@H](C)CO)C[C@H]2C)cc1,0.2,0.6,.,-42,-3,0,8,25
COc1ccc(NC(=O)Nc2ccc3c(c2)CC(=O)N([C@H](C)CO)C[C@@H](C)[C@H](CN(C)C(=O)Nc2ccccc2)O3)cc1,-1.2&0.0,-0.6&-0.1,0.6&0.1,5&-3,7&9,0&0,3&-9,19&-52
Cc1noc(C)c1S(=O)(=O)Nc1ccc2c(c1)C(=O)N([C@H](C)CO)C[C@H](C)[C@@H](CN(C)Cc1ccc(Cl)c(Cl)c1)OCCCC[C@H](C)O2,0.2,0.7,-0.2,2,.,0,1,4
CC(C)C#Cc1cnc2c(c1)C(=O)N([C@H](C)CO)C[C@@H](C)[C@H](CN(C)C(=O)CC1CC1)O2,-0.2,-1.7,0.2,-3,-9,-1,-1,23
O=C(COC(=O)c1ccco1)c1ccc(S(=O)(=O)N2CCCCC2)cc1,0.2,-1.6,-1.4,10,1,2,3,-33
C[C@@H]1CN([C@H](C)CO)C(=O)c2cc(NC(=O)Cc3cn(C)c4ccccc34)ccc2O[C@H]1CN(C)C(=O)Nc1ccccc1,-0.2,0.0,-0.1,-4,13,0,9,-13
COC(=O)c1ccc2nc(-c3ccccc3)c(Cc3ccc(OC)cc3C)n2c1,0.0,2.0,0.3,26,.,-1,9,-43
COc1ccc2c3c([nH]c2c1)[C@@H](CO)N(Cc1ccccc1)CC31CCN(Cc2cncnc2)CC1,0.1,4.8,0.1,-17,.,-1,-12,-40
CCN(CC)C(=O)CSc1nnc(-c2ccccn2)n1-c1ccccc1OC,-0.1,0.7,1.0,9,2,-1,-4,-4
COc1ccccc1NC(=O)N[C@@H]1C=C[C@H](CC(=O)N2CCC(Cc3ccccc3)CC2)O[C@@H]1CO,-0.3,-1.0,-0.6,-12,-2,-2,-2,2
O=C(Nc1ccnn1C1CCN(C2CCC2)CC1)c1ccccc1,0.0,2.5,-1.5,-5,2,-3,-5,-6
COC(=O)CCC(=O)N1CCCC(N2CCN(c3cccc(C(F)(F)F)c3)CC2)C1 (centres undefined),0.0,0.7,.,-7,1,-1,0,-10
CCC(=O)N1[C@H](CO)[C@@H](c2ccc(/C=C/c3ccccc3)cc2)C12CN(S(C)(=O)=O)C2,0.0,-0.6,-0.2,0,.,1,5,-36
CN(C)C(=O)c1ccc(-c2ccccc2[C@H]2[C@@H](CO)N(C(=O)C3CCCCC3)[C@H]2C#N)cc1,0.2,0.8,0.1,-9,.,-1,-5,5
O=C(C[C@H]1CC[C@@H]2[C@H](COC[C@@H](O)CN2Cc2cc(F)cc(F)c2)O1)Nc1nccs1,0.2,-2.0,0.0,-6,0,-1,-1,0
Cc1ccccc1-c1cc2nc(OCC3CCCO3)n(C)c(=O)c2s1 (centres undefined),0.0,-0.2,-0.3,-15,-10,4,14,-3
Cc1noc(C)c1NC(=O)N(C)C[C@H]1Oc2c(NS(=O)(=O)c3ccc(F)cc3)cccc2C(=O)N([C@H](C)CO)C[C@@H]1C,0.1,-0.5,0.2,18,.,-2,-1,-8
COc1ccc(NC(=O)Nc2cccc3c2O[C@@H](CN(C)C(=O)Nc2ccc(OC)cc2)[C@@H](C)CN([C@@H](C)CO)C3=O)cc1,0.1,2.2,-0.2,-4,8,3,2,4
CCCn1c(C(C)NC(=O)c2ccccc2)n[nH]c1=S (centres undefined),0.1,0.5,-0.2,16,.,3,1,-14
C[C@@H]1CCCCO[C@@H](CN(C)Cc2ccncc2)[C@H](C)CN([C@@H](C)CO)C(=O)c2cc(NC(=O)CCCN(C)C)ccc2O1,0.2,0.4,0.1,11,7,0,7,-1
O=C(CCN1C(=O)/C(=C/c2ccc3c(c2)OCO3)SC1=S)Nc1ccc(C(=O)O)cc1,0.0,-2.2,0.1,5,-6,5,8,-17
OC[C@@H]1[C@@H](c2ccccc2)C2(CN(Cc3cccnc3)C2)N1Cc1ccncc1,0.0,-1.1,0.6,14,.,2,2,-27
CCCCn1c(NC(=O)c2ccco2)c(S(=O)(=O)c2ccc(C)cc2)c2nc3ccccc3nc21,0.1,.,-0.6,-25,.,15,-1,-90
O=C1NN=C(c2ccc(Cl)cc2)CC1c1c[nH]c2ccccc12 (centres undefined),-0.1,-1.4,0.0,-26,.,3,-5,-9
Cn1c(=O)[nH]c(=O)c2c1nc(N1CCCCC1)n2CC(O)COc1ccccc1 (centres undefined),0.0,-0.7,-0.3,10,-2,-1,3,0
COc1ccc(N(Cc2nnc3n2CCCCC3)C(=O)Nc2ccccc2)cc1,0.0,-1.8,-0.2,9,-5,2,-3,2
Cc1ccc(CNS(=O)(=O)c2c(C(=O)N3CCCCCC3)c(C)n(C)c2C)cc1,0.2,3.1,.,-6,8,4,3,-4
CN1[C@@H]2Cn3c(ccc(-c4cccc(F)c4)c3=O)[C@H]1[C@@H](C(=O)Nc1nccs1)[C@@H]2CO,0.3,.,0.6,9,5,9,-1,-29
C[C@H]1CN([C@@H](C)CO)C(=O)c2cc(-c3ccc(F)cc3)cnc2O[C@H]1CN(C)C(=O)c1ccncc1,-1.0,2.9,0.5,10,.,.,.,.
Cc1coc2cc3oc(=O)c(CCC(=O)NCCN4CCOCC4)c(C)c3cc12,.,-2.4,.,0,-3,2,-18,-13
CCCC(C)(C)C(=O)N1CCC1(C)C(=O)NS(=O)(=O)c1ccc(Cl)cc1 (centres undefined),0.0,-0.4,-0.3,42*,-8,4,-6,-14
C/C(=N/NC(=O)c1ccc(Cl)s1)c1cccnc1,0.0,2.0,-0.1,14,-7,-1,4,-15
O=C(COc1ccc(Cl)cc1)N1CCN(Cc2ccc3c(c2)OCO3)CC1,0.3&0.1,-5.1&-0.7,1.9,14&-18,-10&0,1&-1,12&-2,-11&2
O=C1NC(c2ccc(Br)cc2)c2c(-c3ccccc3)n[nH]c21 (centres undefined),-0.1,-4.6,0.0,-17,.,3,-10,3
CCOc1ncccc1C(=O)NCc1ccccc1F,-0.1,1.4,0.0,51,-1,-5,-2,7
CCc1ccc(OCC(=O)N/N=C(\C)c2ccc(-n3ccnc3)cc2)cc1,0.4,.,.,.,.,-2,-6,11
Cc1ccc(NC(=O)COC(=O)CCc2c[nH]c3ccccc23)cc1[N+](=O)[O-],0.2,1.8,.,6,.,0,-6,-15
O=S(=O)(c1cccc(F)c1)N1CC[C@@H]2[C@H]1c1cc(C#Cc3cccc(F)c3)ccc1N[C@@H]2CO,0.0,3.0,-0.8,11,-8,.,7,.
COc1ccc(CNC(=O)c2ccc(Cn3cc(Cl)cn3)o2)cc1,-0.1,3.0,0.3,-9,3,5,6,-1
Cc1ccc(Cl)cc1-c1cc(C(=O)N2CCN(c3ccncc3)CC2)[nH]n1,0.0,-0.7,-0.1,1,-1,-1,-5,1
CCN1CCN(c2ccc(S(=O)(=O)N3CCCCC3)cc2NC(=O)CC(NC(C)=O)c2ccccc2)CC1 (centres undefined),0.3,-0.5,.,6,.,-16,2,-2
C[C@H](CO)N1C[C@H](C)[C@@H](CN(C)S(=O)(=O)c2ccccc2)OCCCC[C@H](C)Oc2ccc(NC(=O)Nc3cccc4ccccc34)cc2C1=O,0.1,-2.7,1.0,-30,-4,0,-12,-21
COc1ccccc1/C=C/CN1CCCC(CO)(CCc2ccccc2)C1 (centres undefined),0.2,3.7,-0.1,-29,3,-3,6,-54
C[C@@H]1CN([C@@H](C)CO)C(=O)c2cccc(NS(=O)(=O)c3ccccc3)c2O[C@H]1CN(C)Cc1ccc(C(=O)O)cc1,-0.3,-5.7,0.0,5,-5,3,5,5
CN1C(=O)c2cc(NC(=O)c3cnccn3)ccc2OC[C@H]2O[C@@H](CC(=O)NCC3CC3)CC[C@@H]21,0.0,-0.6,-0.1,0,.,1,16,-6
CO[C@@H]1CN(C)C(=O)c2cc(NC(C)=O)ccc2OC[C@@H](C)N(Cc2cc(F)ccc2F)C[C@@H]1C,0.2,2.6,0.0,7,-3,1,?,4
C[C@@H]1CN([C@H](C)CO)C(=O)c2cc(NC(=O)Nc3ccc(F)cc3)ccc2O[C@@H](C)CCCCO[C@@H]1CN(C)Cc1ccc2c(c1)OCO2,-1.1,-3.0,0.3,-15,-4,3,23*,-6
CCc1cc(CNC(=O)CCc2nnc(Cc3cccc(C)c3)o2)on1,0.0,-0.9,-0.3,12,0,-2,-8,-5
OC[C@@H]1[C@H](c2ccc(-c3ccc(F)cc3)cc2)[C@@H]2CN(Cc3cccnc3)CCCCN12,0.2,0.5,0.0,-6,12,2,13,1
CCS(=O)(=O)Nc1ccc2c(c1)C(=O)N(C)C[C@@H](OC)[C@@H](C)CN(C(=O)C1CC1)[C@@H](C)CO2,-0.2,0.6,-0.1,-2,-2,-2,0,4
O=C(N/N=C/c1ccc(O)c(O)c1)c1ccc(-n2cnnn2)cc1,0.0,0.2,.,6,-6,17,1,-8
